# CHRM5 agonist: human M5 muscarinic receptor agonists, primary screen, CHO-K1 cells, Fluo-8 calcium fluorescence; Muscarinic acetylcholine receptor M5 (Homo sapiens), P08912; CHO-K1 hM5 cells; 0% DMSO wells, 100% maximal acetylcholine response; activation, % at 3 µM; 360,000 compounds, 0.19% hits; AID 624037, 2012;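 active means activation above the run's mean over test compounds plus 3 SD, cut at about 23% in these data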;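 further: signal is peak over basal fluorescence ratio across the kinetic read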
# Target sequence (P08912 whole entry, looked up): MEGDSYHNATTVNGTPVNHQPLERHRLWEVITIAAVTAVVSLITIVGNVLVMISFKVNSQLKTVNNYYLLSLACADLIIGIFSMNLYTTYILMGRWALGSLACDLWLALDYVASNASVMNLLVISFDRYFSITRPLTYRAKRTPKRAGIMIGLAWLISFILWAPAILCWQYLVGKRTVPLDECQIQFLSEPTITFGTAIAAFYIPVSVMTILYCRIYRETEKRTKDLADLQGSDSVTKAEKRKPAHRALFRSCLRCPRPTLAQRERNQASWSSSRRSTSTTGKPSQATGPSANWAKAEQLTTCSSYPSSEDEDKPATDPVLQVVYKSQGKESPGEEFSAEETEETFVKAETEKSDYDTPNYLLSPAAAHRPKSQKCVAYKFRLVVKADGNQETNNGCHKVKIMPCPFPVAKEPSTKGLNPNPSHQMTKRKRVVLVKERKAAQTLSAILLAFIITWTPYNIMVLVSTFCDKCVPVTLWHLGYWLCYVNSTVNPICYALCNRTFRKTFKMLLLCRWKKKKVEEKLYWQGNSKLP
# CRFBP-R2 agonist: agonists of CRF-BP/CRF-R2 complex, primary screen, cell-based, HEK293, calcium dye fluorescence, uHTS; CRF-binding protein / CRF receptor 2 complex (human); calcium dye fluorescence (FLIPR); percent of saturating CRF peptide response; activation, % at 13.2 µM; 350,000 compounds, 0.46% hits; AID 588473, 2011;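 active means activation of at least 50%, plus an integration ratio under a set limit after plate pattern correction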;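 further: plate controls were neutral control wells without compound for no effect and CRF at EC100 for full effect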
# CHRM4 antagonist: human M4 muscarinic receptor antagonists, primary screen, CHO cells, Fluo-8 calcium fluorescence; inhibition, % at 3 µM; 360,000 compounds, 0.73% hits; Muscarinic acetylcholine receptor M4 (Homo sapiens), P08173; CHO-hM4 cells, ACh EC80;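 active means inhibition above its plate's cutoff, the mean inhibition of sample wells plus 3 SD, cut at about 27% in these data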;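 further: 0% = acetylcholine EC80 with DMSO and 100% = DMSO without agonist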
# CHRM4 agonist: human M4 muscarinic receptor agonists, primary screen, CHO-K1 cells, Fluo-8 calcium fluorescence; 360,000 compounds, 0.14% hits; activation, % at 3 µM; AID 624127, 2012; Muscarinic acetylcholine receptor M4 (Homo sapiens), P08173; CHO-K1 hM4/Gqi5; vehicle 0%, full acetylcholine response 100%;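 active means activation above the run mean over all test wells plus 3 SD, cut at about 32% in these data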;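 further: peak over basal fluorescence ratio per well then scaled between controls; 0% = DMSO wells and 100% = acetylcholine at EC100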
# CHRM1 PAM: human M1 muscarinic receptor positive allosteric modulators, primary screen, CHO-K1 cells, Fluo-8 calcium fluorescence, 1536-well; activation, % at 3 µM; Muscarinic acetylcholine receptor M1 (Homo sapiens), P11229; 360,000 compounds, 0.088% hits; AID 588819, 2011; CHO-K1 hM1, ACh EC20; 0% = ACh EC20, 100% = maximal ACh; in the data active means activation above about 19%, passing the limit was not always enough
# Target sequence (P11229 whole entry, looked up): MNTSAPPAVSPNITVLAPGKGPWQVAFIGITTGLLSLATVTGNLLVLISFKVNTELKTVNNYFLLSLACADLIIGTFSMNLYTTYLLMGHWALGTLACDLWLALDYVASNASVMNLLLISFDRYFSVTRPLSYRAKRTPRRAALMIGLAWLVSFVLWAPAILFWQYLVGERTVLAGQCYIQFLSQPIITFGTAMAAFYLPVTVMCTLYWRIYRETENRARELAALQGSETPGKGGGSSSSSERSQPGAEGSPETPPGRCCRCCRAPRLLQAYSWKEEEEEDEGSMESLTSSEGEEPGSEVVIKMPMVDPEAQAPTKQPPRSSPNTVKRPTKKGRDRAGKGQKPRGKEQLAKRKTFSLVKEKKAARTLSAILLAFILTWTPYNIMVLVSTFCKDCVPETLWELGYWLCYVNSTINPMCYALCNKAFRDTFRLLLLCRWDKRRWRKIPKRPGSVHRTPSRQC
# CHRM4 PAM: human M4 muscarinic receptor positive allosteric modulators, primary screen, CHO-K1 cells, Fluo-8 calcium fluorescence; Muscarinic acetylcholine receptor M4 (Homo sapiens), P08173; CHO-K1 hM4/Gqi5, ACh EC20; 0% = ACh EC20, 100% = maximal ACh; activation, % at 3 µM; AID 624126, 2012; 360,000 compounds, 0.4% hits;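 active means activation above its plate's cutoff, the mean activation of sample wells plus 3 SD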; further: some results filed as inactive read as strong as hits
# CHRM1 antagonist: human M1 muscarinic receptor antagonists, primary screen, CHO-K1 cells, Fluo-8 calcium fluorescence, 1536-well. Muscarinic acetylcholine receptor M1 (Homo sapiens), P11229. CHO-K1 hM1, ACh EC80 antagonist. inhibition, % at 3 µM. 360,000 compounds, 1.3% hits;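 active means percent inhibition above its own plate's cutoff, namely the mean of that plate's compound wells plus 3 SD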;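 further: peak over basal fluorescence ratio during 140 s after agonist addition; 0% = ACh EC80 plus DMSO and 100% = DMSO alone without agonist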
# CHRM5 antagonist: human M5 muscarinic receptor antagonists, primary screen, CHO cells, Fluo-8 calcium fluorescence. Muscarinic acetylcholine receptor M5 (Homo sapiens), P08912. CHO-hM5 cells, ACh EC80. inhibition, % at 3 µM. 360,000 compounds, 0.59% hits. AID 624040, 2012;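 active means inhibition above a per-plate cutoff, the mean of that plate's test compounds plus 3 SD, cut at about 27% in these data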;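 further: 0% = acetylcholine EC80 with DMSO and 100% = DMSO without agonist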
# M5 PAM: human M5 muscarinic receptor positive allosteric modulators, primary screen, CHO-K1 cells, Fluo-8 calcium fluorescence. Muscarinic acetylcholine receptor M5 (Homo sapiens), P08912. CHO-K1 hM5, ACh EC20 PAM; 0% = ACh EC20, 100% = ACh EC100. activation, % at 3 µM. 360,000 compounds, 0.3% hits. AID 624038, 2012;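 active means activation above the run cutoff, the mean activation of all test compounds plus 3 SD, cut at about 18% in these data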
#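 Assay system – human M5 receptor in CHO-K1 cells · Read-out – % activation, ACh-normalized · Technique – Fluo-8 calcium fluorescence · Dosing – single-point, 3 µM nominal · Incubation – Fluo-8 loading 80 min at 37 °C plus 30 min room temperature · Repeats – singlicate, one well per test compound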
# * hit, by the source's call; x = no result given; & = joins results of further samples.
item	compound	CHRM5 agonist	CRFBP-R2 agonist	CHRM4 antagonist	CHRM4 agonist	CHRM1 PAM	CHRM4 PAM	CHRM1 antagonist	CHRM5 antagonist	M5 PAM
1	CCN1CCN(Cc2c(O)c(Cl)cc3c(C)cc(=O)oc23)CC1	-1	-0.4	2	0	6	8	0	-3	5
2	CCOc1ccc(NC(=O)CN(C)C(=O)c2cn(-c3ccc(C)cc3)nc2-c2cccc(OC)c2)cc1OCC	-1	-1.9	20	14	-12	-11	24	25	-35
3	C=CCc1c(C)nc(C)nc1N/N=C/c1ccc(F)cc1	-8	-2.4	-5	0	1	9	-6	-2	2
4	Nc1nonc1-n1nnc(C(=O)N/N=C/c2cccs2)c1CSc1ccccc1	-4	-2.0	3	7	1	-2	-3	7	-2
5	CCCN1CCN(C(=S)Nc2ccc3nc(N4CCN(CC)CC4)cc(C)c3c2)CC1	-3	-3.5	4	1	3	-10	-9	7	4
6	Nc1nc(SCC(=O)Nc2ccc([N+](=O)[O-])cc2Br)n[nH]1	1	0.1	11	2	9	-3	-1	-5	2
7	COc1ccc(-c2cc(-c3ccc(Cl)cc3)n[nH]2)c(O)c1	0	3.4	3	2	5	-1	-3	-3	-2
8	CC1CCCC(NC(=O)c2nn(C)c3c2CS(=O)(=O)c2ccccc2-3)C1C (stereo not drawn)	1	-0.2	-7	7	-5	-5	4	-1	-2
9	Cc1sc2ncn(CC(=O)Nc3c(F)cccc3F)c(=O)c2c1S(=O)(=O)N1CCC(C)CC1	-5	-1.9	1	1	-3	13	1	-2	-6
10	COCCNC(=S)NN=C1CCCCC1	-4	-0.4	-5	1	4	0	-9	7	-5
11	Cc1ccc(Nc2nc(-c3ccc(C)cc3)c(CC(=O)O)s2)cc1	7	2.9	1	6	-8	-7	6	2	-9
12	Cc1cccnc1NC(=O)CCc1nnc2ccc(N3CCC4(CC3)OCCO4)nn12	1	-0.8	6	1	3	-1	-5	-3	5
13	CN(C)CCN1CCN(C2CN(Cc3cn(Cc4ccccc4)nn3)S(=O)(=O)C2)CC1 (stereo not drawn)	3	x	-10	1	x	11	x	9	2
14	O=c1nc(-c2ccccc2)cc(-c2ccccc2)[nH]1	-8	-2.6	-1	1	5	8	-4	2	7
15	Cn1c(=O)c2c(nc(CO)n2C)n(C)c1=O	-1	-1.2	-4	2	-1	14	7	-2	9
16	CCCCc1cc(=O)oc2cc(C)cc(OCC(=O)O)c12	-1	1.1	8	-1	-3	0	-2	0	0
17	Cc1ccc(-c2csc3nc(SCC(N)=O)n(Cc4ccccc4)c(=O)c23)cc1	-3	1.0	1	1	7	-6	-1	4	0
18	CCCCn1c(N)c(N(CCOC)C(=O)c2ccc(S(=O)(=O)N3CCCCC3)cc2)c(=O)[nH]c1=O	-1	0.8	1	1	16	19	-18	3	1
19	COC(=O)c1c(C)nn(-c2ccccc2)c1-n1cccc1	-6	0.9	-5	0	1	5	1	-1	4
20	O=C(Oc1c(-c2ccccc2)c(=O)n2c3c(cccc13)CC2)c1ccc(F)cc1	0	2.7	1	-1	3	-11	-6	7	1
21	Cc1cc(NC(=O)CS(=O)(=O)c2cn(Cc3ccccc3Cl)c3ccccc23)no1	-4	-3.2	-13	18	-1	-11	7	2	-14
22	Cc1ccc(-c2nnc(N3CCN(CCO)CC3)c3ccccc23)cc1	-4	0.5	6	1	-2	-3	-3	3	-3
23	Cc1cc(-c2nnnn2-c2ccc(C(F)(F)F)cc2)no1	-3	-1.0	-1	5	4	-9	-13	6	-5
24	C=CCn1c(SCC(=O)NC)nnc1C12CC3CC(CC(C3)C1)C2	1	-0.7	-1	1	5	0	-11	8	2
25	COc1ccc(CC(=O)OCC(=O)Nc2ccc(Cl)cn2)cc1	-1	-1.1	10	2	3	2	1	-2	2
26	CCOC(=O)c1cccc(NC(=O)c2cncc(Br)c2)c1	1	2.5	-7	3	6	0	-11	1	-5
27	COc1cccc(Cn2cccc(NC(=O)NCc3ccccc3)c2=O)c1	0	-1.6	0	1	2	-4	-11	12	-6
28	CN(Cc1ccco1)C(=O)c1cccc(S(=O)(=O)N2CCN(Cc3ccccc3)CC2)c1	1	0.7	-5	5	3	-5	-13	2	-2
29	CCC1CCCCN1CC(=O)Nc1cc(OC)c(OC)cc1C#N (stereo not drawn)	-4	-1.3	-14	1	7	2	-6	-12	3
30	CCOc1cccc(C(=O)NNC(=O)CCC(=O)O)c1	1	-1.7	2	0	2	8	-4	-9	6
31	CCCCN(C(=O)c1cc(-c2ccco2)nc2ccccc12)c1c(N)n(CCCC)c(=O)[nH]c1=O	-2	x	4	0	8	5	-7	8	2
32	CCOC(=O)c1c(CNCCN(CC)CC)n(C)c2cc(Br)c(OC)cc12	-5	-1.0	-6	2	3	3	1	18	1
33	O=C1CCN(C(=O)/C=C/c2ccccc2)c2ccccc21	4	0.4	12	10	-11	-6	7	1	-8
34	CC1=C(C(=O)OCC2CCCO2)C(c2ccccc2)C2=C(CCCC2=O)N1 (stereo not drawn)	0	-3.9	2	0	9	3	-2	-12	-3
35	CC(Oc1ccc(NC(=O)c2ccco2)cc1)C(=O)N1c2ccccc2CC1C (stereo not drawn)	-7	1.3	0	6	11	4	-5	0	2
36	CCOC(=O)c1oc2ccc(CNC3CCCCC3)c(Cl)c2c1C	-4	3.6	55*	8	-36	-17	76*	-6	-8
37	CC(C)C(NC(=O)c1ccc(F)cc1)C(=O)N1CCN(c2ccccn2)CC1 (stereo not drawn)	3	0.0	-4	1	3	9	8	7	0
38	O=S(=O)(NCc1ccncc1)c1ccc(Br)s1	7	-2.5	6	10	-7	-3	17	26	-7
39	CCCn1c(SC(C)C(=O)O)nc2ccccc21 (stereo not drawn)	-2	-1.8	9	0	9	-3	-6	-1	2
40	CCCN1CNC(=S)N(c2ccccc2OC)C1	-1	-0.1	8	1	11	4	-8	-2	-1
41	Cc1ccc(-n2nc3c(=O)n(CCCC(=O)NCc4ccccc4Cl)nc(C)c3c2C)cc1	-5	0.7	-7	-1	-2	-2	-3	-2	-3
42	CCc1ccc(C(=O)N/N=C(\C)c2cccnc2)s1	-2	0.3	0	-1	-1	-2	5	-12	-1
43	COc1ccc(NC(=O)/C(=C\c2ccc3c(c2)OCO3)NC(C)=O)cc1	3	-1.3	7	3	4	-1	-9	5	-4
44	O=C(Nc1ccccc1N1CCCC1)c1ccc(N2CCCC2=O)cc1	1	1.0	-11	5	8	13	-10	5	-7
45	CCOC(=O)c1cnc(-n2nc(C)cc2C)nc1Nc1cccc(C(C)=O)c1	1	0.8	6	1	12	14	-9	-6	-1
46	O=S(=O)(c1ccc2nc(-c3ccco3)c(-c3ccco3)nc2c1)N1CCOCC1	2	2.8	4	1	11	-2	-6	-4	0
47	CC(C)(C)c1ccc(OCCn2nc(C(=O)O)c3ccccc3c2=O)cc1	9	2.7	3	12	5	-10	-3	4	-8
48	COc1cc(NC(=O)c2cc(S(=O)(=O)N3CCCCC3)c[nH]2)cc(OC)c1	1	2.4	-1	2	8	1	-7	4	-3
49	CCCCNC(=S)Nc1cccc(S(=O)(=O)NC2=NCCC2)c1	-4	1.3	-22	0	6	10	-6	-6	7
50	CCCn1c(SCC(=O)NC)nc2sc3c(c2c1=O)CCC3	-2	-0.8	8	0	-2	-7	9	1	-1

# Additional results follow.
item	compound	CHRM5 agonist	CRFBP-R2 agonist	CHRM4 antagonist	CHRM4 agonist	CHRM1 PAM	CHRM4 PAM	CHRM1 antagonist	CHRM5 antagonist	M5 PAM
51	COc1cccc(C(=O)NCC(=O)OCC(=O)C(C)(C)C)c1	4	-0.2	3	2	8	17	-8	21	9
52	Cc1ccc(NC(=O)c2cc(-c3ccc(C)o3)nc3ccccc23)cc1	1	-0.1	-3	5	2	-8	2	4	-6
53	C/C(CC(=O)Nc1ccc(Cl)cc1C(F)(F)F)=N\NC(=O)c1ccccn1	0	0.6	-9	2	2	4	-4	-3	4
54	c1ccc(-c2n[nH]c(-c3ccccn3)n2)nc1	4&-1	-1.9&0.0	-10&6	1&0	10&5	12&-3	-6&-8	4&9	-2&-4
55	OC(c1ccccc1)c1ncc(-c2ccccc2F)[nH]1 (stereo not drawn)	0	x	-5	1	10	6	-18	-2	3
56	CCOC(=O)c1ccc(NS(=O)(=O)c2ccc3c(c2)NC(=O)CCS3)cc1	0	-0.5	-4	1	2	-2	-1	-7	-1
57	Cc1ccc(S(=O)(=O)NC2c3cccc4cccc(c34)C2Sc2n[nH]c(N)n2)cc1 (stereo not drawn)	1	0.0	0	2	3	0	-9	2	-3
58	CS(=O)(=O)N1CCN(c2ccc(NC(=O)COc3ccccc3)cc2)CC1	3	2.4	-1	7	0	-6	5	7	-6
59	O=C(NCc1ccccc1)C1C(c2ccc3c(c2)OCO3)=Nc2ccccc2N1C(=O)c1cccc(C(F)(F)F)c1 (stereo not drawn)	-1	x	1	4	x	1	x	7	-6
60	CC(C)(C)OC(=O)N[C@@H](C(=O)OC(C)(C)C)c1ccc(C(F)(F)F)cc1	4	6.9	-3	2	5	4	-8	-1	5
61	CCN1C(=O)C2C(c3cccc(F)c3)NC(C)(C(=O)OC)C2C1=O (stereo not drawn)	3	-4.4	3	0	1	2	4	2	-1
62	CC(C)n1c(SCCCc2ccccc2)nc2c1c(=O)[nH]c(=O)n2C	2	-0.3	3	2	-13	-9	18	0	-1
63	O=C(CSc1nnnn1-c1cccc(O)c1)NC1CC1	-4	-1.6	12	0	18	3	-18	4	0
64	Cc1ccc(OCCCCn2cnc3ccccc32)c(C)c1	1	-1.6	5	10	-4	0	23	22	-10
65	CC(C)N(C(=O)[C@H]1C[C@H](CC(=O)NCCN2CCOCC2)C(=O)N2CCc3c([nH]c4cc(-c5ccco5)ccc34)[C@]12C)C(C)C	-1	0.4	3	2	-7	4	-7	-10	3
66	COC(=O)[C@]1(C)N[C@H](CN(C)C(=O)Nc2ccc(OC)cc2)[C@@H]2C(=O)N(C)C(=O)[C@@H]21	-2	-1.4	-15	0	14	2	-20	-6	5
67	O=C(Nc1ccc(Cl)cn1)c1ccccc1SCc1ccccc1	-5	0.5	9	-1	4	-8	-11	13	-4
68	c1ccc(CSc2ccc(-c3ccccn3)nn2)cc1	7	-0.7	1	2	-4	10	13	-6	1
69	Cc1nc2cc(-c3ccsc3-n3c(C)ccc3C)[nH]n2c(=O)c1Cl	-2	3.6	-8	4	-9	2	-1	10	1
70	COc1ccccc1/C=N/OCC(=O)NCc1ccc2c(c1)OCO2	-1	-3.7	0	0	2	0	-4	0	3

# This is a random part of the collection; 2.8% or so of the library scored in one or more.
